# Screening data (PubChem BioAssay)
# TDP1 block: inhibitors of human tyrosyl-DNA phosphodiesterase TDP1; recombinant TDP1, AlphaScreen DNA substrate cleavage; Potency, µM (highest dose often 130 µM), inactives show at the highest dose activity change, negative = inhibition, actives largely listed as inhibitors; hit rate 0.28% among 350,000; also: nearly all actives have a fitted effect of over 40% in size
# Target sequence (Q9NUW8 whole entry, looked up): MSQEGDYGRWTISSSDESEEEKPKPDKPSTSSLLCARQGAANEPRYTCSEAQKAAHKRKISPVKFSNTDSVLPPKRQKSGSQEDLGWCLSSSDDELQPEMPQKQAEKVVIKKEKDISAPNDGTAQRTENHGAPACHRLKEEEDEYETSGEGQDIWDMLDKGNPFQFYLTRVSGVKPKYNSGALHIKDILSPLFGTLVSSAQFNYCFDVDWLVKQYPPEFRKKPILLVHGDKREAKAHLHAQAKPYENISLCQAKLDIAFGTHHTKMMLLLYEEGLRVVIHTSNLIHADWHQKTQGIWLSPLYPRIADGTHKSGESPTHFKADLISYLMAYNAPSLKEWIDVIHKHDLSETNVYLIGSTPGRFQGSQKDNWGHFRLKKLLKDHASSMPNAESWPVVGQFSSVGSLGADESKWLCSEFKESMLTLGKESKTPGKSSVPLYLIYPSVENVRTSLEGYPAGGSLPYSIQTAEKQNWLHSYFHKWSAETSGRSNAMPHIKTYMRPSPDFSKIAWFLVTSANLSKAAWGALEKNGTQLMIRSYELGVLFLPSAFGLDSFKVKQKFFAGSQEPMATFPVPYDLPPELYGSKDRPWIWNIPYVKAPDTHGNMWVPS
#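 Steps: enzyme plus compound, 15 min RT; add biotin/phosphotyrosine-FITC oligonucleotide (15 nM final), react 5 min; add donor/acceptor beads (10 ug/ml final), 10 min; read AlphaScreen. Tdp1 at 1 nM final.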
# N370S GC mod: inhibits or activates N370S mutant glucocerebrosidase; N370S GC spleen homogenate, 4MU-glucoside fluorescence; P04062; hit rate 0.092% among 330,000; Potency, µM (doses to about 59.4 µM), for inactives: at the highest dose activity change, negative = inhibition, actives largely listed as inhibitors;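 also: 0% = full enzyme activity and -100% = no enzyme basal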
# FEN1 inh: inhibitors of human flap endonuclease 1. P39748. Recombinant FEN1 flap cleavage, fluorescence, 15 min. Potency, µM (titrated, usually from 114 µM), for the others: at the highest dose activity change, negative = inhibition, actives largely listed as inhibitors. hit rate 0.35% among 390,000. AID 588795; also: nearly all actives have a fitted effect of over 65% in size
# Target sequence (P39748 whole entry, looked up): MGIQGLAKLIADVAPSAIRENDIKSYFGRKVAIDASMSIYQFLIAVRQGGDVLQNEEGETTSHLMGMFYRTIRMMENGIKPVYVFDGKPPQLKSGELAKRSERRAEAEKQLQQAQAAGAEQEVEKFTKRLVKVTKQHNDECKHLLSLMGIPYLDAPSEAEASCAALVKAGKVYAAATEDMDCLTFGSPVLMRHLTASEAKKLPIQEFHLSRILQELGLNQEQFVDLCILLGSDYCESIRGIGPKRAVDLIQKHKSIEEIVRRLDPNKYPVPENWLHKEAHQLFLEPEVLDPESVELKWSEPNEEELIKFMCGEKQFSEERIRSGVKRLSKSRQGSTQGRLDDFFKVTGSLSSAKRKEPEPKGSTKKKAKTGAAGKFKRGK
#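 Steps: FEN1 (10 nM) dispensed; compound added by pin tool; 15 min at room temperature; substrate added to 50 nM final; reads at 0 min and 15 min; data normalized and fitted (four-parameter Hill).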
# * hit, by the source's call; ? = inconclusive; . = no result given; & = joins results of further samples; [ ] = remark or other dose. Calls follow the shape of the dose curve; as a rule, active = well fitted curve in the direction sought with a large enough effect; inconclusive = small, poorly fitted or top-dose-only effect, or another doubt; inactive = no such curve, though single readings can be large; an effect the other way counts as inactive or inconclusive. Unless noted, % is scaled to controls: 0 for no effect and ±100 for the full control effect; potency is read from the fitted curve at half-maximal effect.
No.	compound	TDP1 block	N370S GC mod	FEN1 inh
1	COC(=O)c1ccccc1NC(=O)CCc1c(C)nc2c(c(C)nn2-c2ccccc2)c1C	2.5%	.	-0.5%
2	CC1=CS/C(=C(/C#N)C(=O)N2CCOCC2)N1c1ccccc1	-2.1%	-22.5%	0.3%
3	O=S(=O)(c1ccc(Sc2nnc3ccccn23)nc1)N1CCOCC1	4.8%	4.3%	-4.9%
4	Cc1ccc(/C=C/C(=O)NCc2cccs2)o1	5.0%	3.8%	-3.3%
5	CCSc1ccc([C@@H]2[C@@H]3C(=O)N(CC)C(=O)[C@@H]3[C@]3(C(=O)OC)CCCCN23)cc1OC	1.4%	-5.9%	-21.0%
6	CN(Cc1ccccc1)C(=O)[C@H]1CCC(=O)N1Cc1ccco1	-2.3%	3.2%	5.0%
7	O=C1/C(=C/c2ccc3c(c2)OCO3)Oc2cc(OCC(=O)N3CCC[C@H]3C(=O)O)ccc21	.	-7.6%	?
8	NS(=O)(=O)c1ccc(Nc2ccc([N+](=O)[O-])c3nonc23)cc1	8.8%	-23.3%	-26.2%
9	Cc1cccc(NC(=O)Cn2c(C)c(C#N)c3ccccc32)c1C	5.7%	4.4%	-3.9%
10	COc1ccc(CCNC(=S)Nc2cc(C)cc(C)c2)cc1	5.7%	?	-19.3%
11	Cc1cccc(NC2=NC(C)(C)N=C(N)N2)c1	0.0%	-21.2%	2.9%
12	COc1ccccc1CNC(=O)CCCc1nnc2n(C)c(=O)c3sccc3n12	2.6%	4.6%	2.0%
13	CC1CC(C)(C)Nc2ccc(N=O)cc21 (stereo not given)	-12.8%	6.0%	16.1%
14	COc1ccc(NC(=O)C2=C(C)Nc3nc(SCc4ccccc4C)nn3C2c2cc(OC)c(O)c(OC)c2)cc1 (stereo not given)	0.0%	.	-10.8%
15	CCc1nc2ccccc2c(=O)n1NCCc1ccccc1	0.6%	18.0%	-0.8%
16	CCOC(=O)c1c[nH]c2ccc3ccccc3c2c1=O	0.7%	3.2%	?
17	O=C(CSc1nnc(NC(=O)c2ccco2)s1)Nc1ccccc1Cl	1.6%[0.0935 µM]	-4.4%	4.7%
18	CCN(CC)c1nc2cc(OC)ccc2cc1C#N	?	12.2%	?
19	COc1ccc(Cl)cc1-n1c(=S)sc2c(=O)[nH]c(SCC(=O)C(C)(C)C)nc21	.	19.5%	9.9%
20	Cc1nn(C)c(C)c1NS(=O)(=O)c1ccc(Cl)s1	-0.3%	.	1.6%
21	Cc1cc(C)c2c(c1)C1C=CCC1C(C(=O)O)N2 (stereo not given)	-8.2%	.	22.4µM*
22	CC(NC(=O)CN(c1cccc(C(F)(F)F)c1)S(=O)(=O)c1ccc(Cl)c([N+](=O)[O-])c1)c1ccccc1 (stereo not given)	5.4%	-0.7%	1.1%
23	Cc1ccc(-n2c(=S)[nH]c3[nH]ncc3c2=O)cc1	2.5%	2.3%	20.6%
24	Cc1cccc(NC(=O)CSc2nc3ccccc3nc2N2CCCCC2)c1	.	?	-1.6%
25	Cc1ccc(S(=O)(=O)N(Cc2ccc(Cl)cc2)c2ccccc2C(=O)NCc2cccnc2)cc1	0.0%	-1.1%	-12.5%
26	O=c1cc(CN2CCN(S(=O)(=O)c3ccccc3)CC2)nc2sc(-c3ccccc3Cl)nn12	8.1%	.	14.7%
27	O=C(NCN1CCN(c2ccccc2F)CC1)c1ccccc1	4.0%	1.3%	-17.7%
28	CSCCC=O	17.2%	1.0%	.
29	CC(=O)Nc1ccc(S(=O)(=O)N=S(C)C)cc1	1.0%	-12.0%&2.5%	7.0%
30	Cn1cc(-c2ccccc2)cc(C#N)c1=O	8.8%	?	-11.7%

# Next section:
No.	compound	TDP1 block	N370S GC mod	FEN1 inh
31	CCN(CC)CCCNC(=O)CSc1nc(-c2cccs2)cc(C(F)(F)F)n1	3.0%	-24.3%	0.3%
32	Cc1ccccc1OCC(=O)N/N=C/c1cn(C)c2ccccc12	.	16.4%	-0.7%
33	CCCC(=O)NC(c1ccc(OC)c(OC)c1)c1c(O)ccc2ccccc12 (stereo not given)	5.2%	9.5%	-23.7%
34	COc1ccccc1NC(=O)Nc1sccc1-c1nc2ccccc2s1	9.6%	2.8%	0.9%
35	N#CC1=C(SCC(=O)Nc2cccc3cccnc23)NC(=O)C(C#N)C12CCCCC2 (stereo not given)	6.8%	13.9%	-2.9%
36	CC(=O)Nc1ccc(SC(C)C(=O)NC2CCCC2)cc1 (stereo not given)	3.8%	-1.1%	5.7%
37	O=C(CSc1ncccn1)Nc1ccccc1	9.1%	0.2%	6.9%
38	O=C1C2C3CCC(C3NCc3ccccc3)C2C(=O)N1Cc1ccccc1 (stereo not given)	-1.5%	14.7%	-18.8%
39	Cn1c(=O)n(Cc2ccccc2)c(=O)c2c1nc1n2CCCN1Cc1ccccc1	11.4%	10.2%	0.1%
40	COc1cccc(CNc2ccc(S(N)(=O)=O)cc2)c1OCc1ccccc1F	3.2%	-0.4%	-14.4%
41	CCOC(=O)N1CCN(C(=O)CSc2ccc3nnc(-c4ccccn4)n3n2)CC1	-2.4%	-5.0%	0.0%
42	CCc1ccc(CNc2nc3nc(C)c(Cc4ccccc4)c(=O)n3[nH]2)cc1	7.4%	.	-7.7%
43	COc1cc(C=O)ccc1OCCSc1ccc(Cl)cc1	-12.4%	21.7%	?
44	CC(C)c1ccc(OCC(=O)NC(Cc2c[nH]c3ccccc23)C(=O)O)cc1 (stereo not given)	5.7%	-13.1%	0.9%&-7.5%
45	CCC(CC)c1nnc(NC(=O)CN2C(=O)C3C4C=CC(C4)C3C2=O)s1 (stereo not given)	5.1%	-6.0%	-4.8%
46	Cc1ccccc1Cn1c(=O)n(CCCCCC(=O)NCc2ccc3c(c2)OCO3)c(=O)c2sccc21	0.9%	.	6.0%
47	CS(=O)(=O)N1CC2CCCN2c2ccc(C(F)(F)F)cc21 (stereo not given)	-2.7%	-25.1%	-11.7%
48	O=C(CN1C(=O)S/C(=C/c2ccncc2)C1=O)Nc1ccccc1	6.3%	-2.9%	15.6%
49	Cc1ccc(Cl)cc1NC(=O)Nc1cn(CC(C)C)c(=O)c2ccccc12	0.0%	.	7.8%
50	CNC(=O)Cn1ncc2c(C)n(Cc3ccc(C)cc3)c(C)c2c1=O	2.2%	4.7%	-9.8%
51	O=C(CSc1oc(-c2ccco2)nc1S(=O)(=O)c1ccc(Br)cc1)c1ccc(Cl)cc1	-2.9%	.	-35.6%
52	O=C(NCc1ccc(F)cc1)C1CCCN(C(=O)NCc2ccccc2)C1 (stereo not given)	8.1%	-3.0%	-0.7%
53	Cc1cc(C)n2nc(-c3sccc3-n3cccc3)cc2n1	5.4%	8.5%	-17.3%
54	Cc1ccc(-c2noc(CNC(=O)c3ccc4c(c3)OCO4)n2)cc1	6.7%	-6.5%	-0.2%
55	O=C(COc1ccccc1[N+](=O)[O-])N1CCN(c2ccccn2)CC1	-0.4%	0.3%	-2.8%
56	CC1(C)NC(=O)N(CC(=O)OCC(=O)NC(=O)c2ccccc2)C1=O	-6.8%[0.505 µM]	-0.4%	-5.5%
57	CC(C)CNC(=O)C1CCN(S(=O)(=O)c2ccc3c(c2)OCCO3)CC1	-7.4%[0.505 µM]	0.8%	2.5%
58	COc1ccccc1C(=O)NCCC(=O)N1CCCCCCC1	4.2%	3.0%	-2.4%
59	O=C(O)c1ccc(/C=N/NC(=O)c2cc3ccccc3cc2O)cc1	1.0%	.	?
60	Cn1c(C(=O)N2CCN(c3ccccc3)CC2)cc2cc(Cl)ccc21	1.0%	-0.7%	0.1%

# Entries of single compounds, looked up by structure.
# Profile of `O=C(CSc1oc(-c2ccco2)nc1S(=O)(=O)c1ccc(Br)cc1)c1ccc(Cl)cc1` : TDP1 block = -2.9%; N370S GC mod = .; FEN1 inh = -35.6%
# Profile of `CCOC(=O)N1CCN(C(=O)CSc2ccc3nnc(-c4ccccn4)n3n2)CC1` : TDP1 block = -2.4%; N370S GC mod = -5.0%; FEN1 inh = 0.0%

# Continuation.
No.	compound	TDP1 block	N370S GC mod	FEN1 inh
61	COCCN1CCn2c(nc3cc([N+](=O)[O-])ccc32)C1	4.3%	-2.3%	-5.7%
62	C=C1[C@@H](O)[C@@H]2O[C@]3(CC[C@H](/C=C/[C@@H](C)[C@@H]4CC(C)=CC5(O[C@H](C[C@@](C)(O)C(=O)OC)CC[C@H]5O)O4)O3)CC[C@H]2O[C@@H]1[C@@H](O)C[C@H](C)[C@H]1OC2(CCCCO2)CC[C@H]1C (stereo not given in full)	0.2%	.	-15.7%
63	COc1ccc(-n2nc3ccc(NS(C)(=O)=O)cc3n2)cc1Cl	2.3%	21.9%	-4.3%
64	COCCN(C(=O)Cc1cccs1)C(C(=O)NCc1ccc(OC)cc1)c1ccc(C)cc1 (stereo not given)	-2.8%	3.2%	-22.7%
65	C#C[C@]1(O)CC[C@H]2[C@@H]3CCC4=C(CCC(=O)C4)[C@H]3CC[C@@]21C	2.7%	-17.8%	-1.5%
66	CCOC(=O)C1CCN(CC(=O)Nc2c(C(=O)OC)n(C)c3cccc(C)c23)CC1	0.0%	2.5%	-8.4%
67	CN(C(=O)COC(=O)c1ccccc1Cc1ccccc1)c1c(N)n(Cc2ccccc2)c(=O)[nH]c1=O	-5.6%[0.505 µM]	-6.6%	-5.1%
68	Nc1ncc([N+](=O)[O-])c(Oc2ccccc2F)n1	2.7%	-5.3%	1.1%
69	OCCN1CCN(C(c2ccc(Cl)cc2Cl)c2sc3nc(-c4ccco4)nn3c2O)CC1 (stereo not given)	0.0%	.	19.7%
70	Brc1cccc(-c2nnc3sc(CNC4CCCC4)cn23)c1	1.3%	4.2%	-0.5%
71	CS(=O)(=O)N1CCC(C(=O)N2CCN(c3ccccc3F)CC2)CC1	3.7%	-4.1%	-2.7%
72	Cc1ccc(-c2noc(-c3ccc(N4CCCCC4)c([N+](=O)[O-])c3)n2)cc1	5.7%	.	4.2%
73	CN(C(=O)C1CCN(S(=O)(=O)c2ccccc2)CC1)c1c(N)n(Cc2ccccc2)c(=O)[nH]c1=O	-8.8%[0.505 µM]	-0.9%	0.9%
74	CNc1nnc(SCC(=O)c2c(N)n(C3CC3)c(=O)[nH]c2=O)s1	-17.3%	0.3%	4.2%
75	COc1cccc(NC(=O)Cn2c(=O)n(CCC(=O)NCc3ccccc3OC)c(=O)c3ccccc32)c1	-3.6%	.	18.0%
76	CCn1c(SCC(=O)NCc2ccco2)nnc1-c1c[nH]c2ccccc12	1.6%	3.6%	-0.2%
77	CC(C)(C)C(=O)NC1=NN(c2c(Cl)cc(Cl)cc2Cl)C(=O)C1	2.8%	3.6%	15.2%
78	CCCCNC(=O)OCCSCCS(=O)(=O)c1ccc(Cl)cc1	0.0%	-13.7%	5.0%
79	CCC(CC)c1nnc(NC(=O)c2c(C)nn(Cc3ccccc3Cl)c2C)s1	6.9%	0.1%	-3.4%
80	Cc1ccc(Cn2nnnc2CN2CCC(NC(=O)c3ccc(Br)cc3)CC2)cc1	6.7%	2.6%	37.3%[activator]
81	CCCc1cc(=O)[nH]c(SCC(=O)N2CCOCC2)n1	12.0%	-1.5%	-12.4%
82	O=C(CNC(=O)c1ccccc1F)Nc1ccncc1	-0.4%	-9.6%	1.7%
83	COc1ccccc1-c1cc(C(=O)N2CCc3ccccc3C2)c2ccccc2n1	0.0%	5.2%	.
84	COc1ccccc1-c1nc(C#N)c(N2CCN(Cc3ccccc3)CC2)o1	-6.7%	8.4%	7.0%
85	O=C(C1CCCN(Cc2cc(Br)ccc2O)C1)N1CCCCC1 (stereo not given)	.	-2.1%	8.3%
86	Oc1ccccc1-c1nc(/C=C/c2ccccc2)nn1-c1ccccc1	2.1%&4.7%	8.3%	-10.4%&-21.7%
87	O=c1c2c(nc3cc(-c4ccc(Br)cc4)[nH]n13)CCCC2	0.0%	11.1%	-4.2%
88	CCOC(=O)C(CC)Sc1nc2c(cnn2-c2ccccc2)c(=O)[nH]1 (stereo not given)	2.6%	23.8%	1.3%
89	CCOC(=O)c1ccc(NC(=O)c2nc[nH]c2C(=O)NCC(=O)OC(C)(C)C)cc1	8.8%	14.3%	-17.2%
90	Cc1nc(C(=O)NNC(=O)c2c(-c3c(Cl)cccc3Cl)noc2C)cs1	.	2.7%	-3.0%
91	CCCCOc1ccc(C(=O)C(CN2CCOCC2)c2ccccc2)cc1 (stereo not given)	-2.5%	-14.1%	0.2%

# A different layout for some results above.
47: CS(=O)(=O)N1CC2CCCN2c2ccc(C(F)(F)F)cc21 (stereo not given)
  TDP1 block: -2.7%	N370S GC mod: -25.1%	FEN1 inh: -11.7%
48: O=C(CN1C(=O)S/C(=C/c2ccncc2)C1=O)Nc1ccccc1
  TDP1 block: 6.3%	N370S GC mod: -2.9%	FEN1 inh: 15.6%
49: Cc1ccc(Cl)cc1NC(=O)Nc1cn(CC(C)C)c(=O)c2ccccc12
  TDP1 block: 0.0%	N370S GC mod: .	FEN1 inh: 7.8%
50: CNC(=O)Cn1ncc2c(C)n(Cc3ccc(C)cc3)c(C)c2c1=O
  TDP1 block: 2.2%	N370S GC mod: 4.7%	FEN1 inh: -9.8%
